Ecoli viability = reduces bacterial viability in AddAB counter-screen. E. coli V3065 growth, OD600 absorbance, 18 h. inhibition, % at 11.9 µM. hit rate 0.27% among 330,000. AID 449728;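 active = inhibition above the campaign's mean inhibition across all tested compounds plus 3 SD, cut at about 9.9% in these data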;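 also: uninfected addAB+ strain grown without phage in ampicillin broth; 0% = DMSO wells and 100% = ciprofloxacin 0.95 µg/ml wells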
OPRM1-OPRD1 ag = agonists of human mu-delta opioid receptor heterodimerization; P35372+P41143; cells, OPRM1-OPRD1 heterodimerization, luminescence; activation, % at 9.3 µM; hit rate 0.3% among 340,000; AID 504326; in the data active = activation above about 18%;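 also: 0% = vehicle-treated cells and 100% = reference agonist; values of inactives mirror those of a sister screen read the other way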
Target sequence (P35372 whole entry, looked up): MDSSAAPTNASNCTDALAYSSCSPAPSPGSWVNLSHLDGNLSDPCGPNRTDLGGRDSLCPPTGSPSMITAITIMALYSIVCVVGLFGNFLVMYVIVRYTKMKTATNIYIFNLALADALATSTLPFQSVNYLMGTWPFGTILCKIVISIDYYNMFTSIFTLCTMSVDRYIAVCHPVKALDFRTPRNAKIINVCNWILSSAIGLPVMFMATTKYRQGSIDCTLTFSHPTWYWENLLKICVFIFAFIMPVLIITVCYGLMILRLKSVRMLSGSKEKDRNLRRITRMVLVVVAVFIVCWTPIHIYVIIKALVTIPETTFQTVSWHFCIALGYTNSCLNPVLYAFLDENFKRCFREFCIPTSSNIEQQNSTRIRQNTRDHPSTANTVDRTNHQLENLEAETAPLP
Target sequence (P41143 whole entry, looked up): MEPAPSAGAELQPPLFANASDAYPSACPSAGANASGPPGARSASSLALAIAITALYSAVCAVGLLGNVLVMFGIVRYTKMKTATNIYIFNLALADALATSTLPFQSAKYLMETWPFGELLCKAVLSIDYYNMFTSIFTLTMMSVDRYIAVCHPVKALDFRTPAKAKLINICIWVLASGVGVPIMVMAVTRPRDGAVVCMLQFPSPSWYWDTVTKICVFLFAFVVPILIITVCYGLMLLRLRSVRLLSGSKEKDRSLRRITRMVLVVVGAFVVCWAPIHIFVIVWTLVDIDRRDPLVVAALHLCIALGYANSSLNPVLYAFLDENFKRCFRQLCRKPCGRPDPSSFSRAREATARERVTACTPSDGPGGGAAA
DSG3 Ab inh = inhibitors of pemphigus antibody binding to human desmoglein-3; P32926; DSG3-coupled beads, scFv-anti-DSG3-GFP binding, flow cytometry; hits give low values; binding (percent of control), % at 10 µM; hit rate 0.48% among 310,000;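 active = binding more than 3 SD below its plate's average and above zero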;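 also: hits lower antibody fragment binding to DSG3; some compounds called inactive have numbers as strong as hits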
HTR5A ag = activates human HTR5A in OPRM1-OPRD1 agonist counter-screen; P47898; HTR5A agonist assay, luminescence, cell-based; activation, % at 9.3 µM; hit rate 0.61% among 340,000; AID 504692; in the data active = activation mostly above about 9.5%, no sharp cut-off; inactive = mostly below about 7.6%;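 also: 0% = cells with vehicle only and 100% = reference agonist; strong numbers were not always called active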
Mot1-301 SUMO = SUMOylation pathway inhibition by Mot1-301 growth rescue | S. cerevisiae Mot1-301 growth rescue, ATP luminescence, 38.5C; percent above DMSO median, 100 means doubled | growth rescue, % at 18.8 µM | hit rate 1% among 320,000 | AID 2716;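 active = every valid replicate shows activation above 250% relative to neutral control wells; inactive = the rest, any valid replicate at or below 250%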;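 also: OY570 slx delta 5 strain wells were the positive control but not used for scaling; some compounds called inactive have numbers as strong as hits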
phage Ecoli inh = E. coli growth loss with phage present. growth absorbance. inhibition, % at 11.9 µM. hit rate 0.26% among 360,000. AID 651602; in the data active = inhibition above about 11%
PfHsp90 yeast 2 = growth inhibition of yeast expressing Plasmodium Hsp90 | S. cerevisiae expressing PfHsp90, BacTiter-Glo ATP, 48 h; yeast lacking PDR1 and PDR3 efflux regulators | inhibition, % at 9.4 µM | hit rate 0.32% among 310,000 | AID 504621;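 active = every replicate shows inhibition above about 80%, whatever the replicate mean, limit read from the data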;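 also: 0% = DMSO neutral controls and 100% = 20 µM radicicol positive controls; yeast relying on Plasmodium falciparum Hsp90 in place of its own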
AddAB inh = less growth of phage-infected E. coli with AddAB; E. coli expressing H. pylori AddAB, absorbance growth; inhibition, % at 11.9 µM; hit rate 0.29% among 330,000; AID 435030; in the data active = inhibition above about 12%;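 also: 0% = vehicle wells of infected cells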
PKA-R1A act = activates the PKA-R1A holoenzyme complex. P00514+P68181. activation, % at 11.4 µM. hit rate 0.083% among 340,000. PKA-R1A dissociation, Cy5-IP20 fluorescence polarization; scaled: DMSO 0%, 113 µM cGMP 100%. AID 504707;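 active = percent activation above the mean of all tested compounds plus 3 SD, cut at about 19% in these data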;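 also: higher means more PKAc released from R1A so a rise in polarization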
OPRM1-OPRD1 inv = inverse agonists of human mu-delta opioid receptor heterodimerization; P35372+P41143; hit rate 0.21% among 340,000; inhibition, % at 9.3 µM; AID 504357; cell-based MOR-DOR heterodimer luminescence, inverse agonism; in the data active = inhibition above about 22%, passing the limit was not always enough;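 also: 0% = cells with DMSO and 100% = wells without cells with DMSO; values of inactives mirror those of a sister screen read the other way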
HTR5A inv ctr = inverse agonist of human HTR5A in OPRM1-OPRD1 counter-screen | hit rate 0.083% among 340,000 | HTR5A cell line, luminescence, inverse agonism | inhibition, % at 9.3 µM | AID 504634; in the data active = inhibition mostly above about 23%, no sharp cut-off; inactive = mostly below about 18%;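 also: 0% = cells with DMSO and 100% = no-cell wells with DMSO; some compounds called inactive have numbers as strong as hits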
The depositor's hits bear a star; . = no result given. Rows are unselected; 3.2% or so of the library scored in one or more.

SMILES	Ecoli viability	OPRM1-OPRD1 ag	DSG3 Ab inh	HTR5A ag	Mot1-301 SUMO	phage Ecoli inh	PfHsp90 yeast 2	AddAB inh	PKA-R1A act	OPRM1-OPRD1 inv	HTR5A inv ctr
COc1ccccc1CN1CC(C(=O)N(CCO)Cc2cccs2)CCC1=O (centres undefined)	2.3	-1.2	100	0	0	1.9	30	3.5	-2	7	-21
NC(=O)C(=O)NN=C1C2CC3CC(C2)CC1C3	-0.7	0.3	106	-3	.	2.2	-23	-1.4	-5	-2	21
c1ccc(CSCc2nc3ccccc3[nH]2)cc1	0.3	-0.8	100	2	2	3.9	-11	0.3	4	4	-2
CCCOc1ccc(C2c3c(oc4cc(C)c(C)cc4c3=O)C(=O)N2CCCN(C)C)cc1 (centres undefined)	-2.8	-0.7	105	-1	7	1.8	.	7.3	8	3	3
Cc1c(C)n(Cc2ccc(Cl)cc2)c2ccc(C(=O)NCCN3CCOCC3)cc12	-4.3	-1.0	107	-3	-4	2.1	-39	-6.7	-4	6	6
CC(C)C[C@H](NC(=O)OC(C)(C)C)C(=O)N1CCC(C(=O)N[C@@H](Cc2c[nH]c3ccccc23)C(=O)O)CC1	0.1	-0.1	.	-1	-10	0.9	5	-2.2	9	0	2
Cc1ccc(NC(=O)CSc2ccc3nnc(-c4cccnc4)n3n2)cc1	0.8	-2.2	96	-3	-15	2.9	20	3.5	-12	11	4
Cc1cc(C)cc(C(=O)NCCN2CCOCC2)c1	-2.8	1.7	99	-1	53	0.1	6	-2.1	1	-8	5
COc1cc(NC(=O)c2ccccc2-n2cnnn2)cc(OC)c1	-2.1	-1.0	101	6	166	3.8	.	-0.2	-7	7	-16
CCN(CC)/C(N)=N/c1nc(C)cc(C)n1	-1.7	-2.0	83	1	7	2.0	-3	1.5	3	9	-3
COc1ccc(CNc2ccccc2SC)cc1OC	-0.4	-1.4	123	4	-12	2.6	-30	0.8	2	8	24
COc1ccc(CNC(=O)[C@H](C)N2C(=O)N3CCc4c([nH]c5ccccc45)[C@@]3(C)C2=O)cc1OC	-1.0	0.2	101	10	-16	0.1	3	3.9	-2	-1	-5
COc1ccc(CCNC(=O)Cn2cnc3c(cnn3C(C)(C)C)c2=O)cc1OC	-0.4	-2.5	105	-10	-7	3.8	-4	3.8	-9	14	11
Cc1cc(=S)c2ccccc2[nH]1	-0.2	-4.0	107	1	-5	2.5	-11	4.2	2	20	0
CSc1nnnn1-c1ccc(C(=O)OCC(=O)N2CCOCC2)cc1	2.2	-0.9	96	-2	-5	3.8	15	2.4	9	5	-10

Among those listed so far, 2 have a tert-butyl group.
SMILES	Ecoli viability	OPRM1-OPRD1 ag	DSG3 Ab inh	HTR5A ag	Mot1-301 SUMO	phage Ecoli inh	PfHsp90 yeast 2	AddAB inh	PKA-R1A act	OPRM1-OPRD1 inv	HTR5A inv ctr
CC(C)C[C@H](NC(=O)OC(C)(C)C)C(=O)N1CCC(C(=O)N[C@@H](Cc2c[nH]c3ccccc23)C(=O)O)CC1	0.1	-0.1	.	-1	-10	0.9	5	-2.2	9	0	2
COc1ccc(CCNC(=O)Cn2cnc3c(cnn3C(C)(C)C)c2=O)cc1OC	-0.4	-2.5	105	-10	-7	3.8	-4	3.8	-9	14	11

Copied from the list.
In AddAB inh, CSc1nnnn1-c1ccc(C(=O)OCC(=O)N2CCOCC2)cc1 reads 2.4
In DSG3 Ab inh, COc1ccc(CNC(=O)[C@H](C)N2C(=O)N3CCc4c([nH]c5ccccc45)[C@@]3(C)C2=O)cc1OC reads 101

Later entries.
SMILES	Ecoli viability	OPRM1-OPRD1 ag	DSG3 Ab inh	HTR5A ag	Mot1-301 SUMO	phage Ecoli inh	PfHsp90 yeast 2	AddAB inh	PKA-R1A act	OPRM1-OPRD1 inv	HTR5A inv ctr
COc1cc([N+](=O)[O-])ccc1NC(=O)Nn1cnnc1	0.2	-1.8	93	-3	-14	2.1	-3	0.8	-2	13	-10
CC(C)C[C@H](NS(=O)(=O)c1ccc(Br)cc1)C(=O)O	-0.8	-1.5	98	3	-8	0.9	-12	-0.6	1	8	-9
COc1ccc(CCNC(=O)c2cc3c(F)cccc3s2)cc1OC	0.6	-2.3	98	-1	74	1.2	-6	4.1	4	12	2
CCN1CCN(Cc2ccc(NC(=O)c3ccc(C)c(NC(=O)c4nccnc4N)c3)cc2C(F)(F)F)CC1	-0.3	0.7	107	6	10	1.4	14	0.6	8	-4	14
Cc1ccccc1NC(=O)COc1ccc(Br)cc1CNCCCO	-0.2	-0.8	100	-4	118	2.8	-20	3.7	5	5	-2
CCOc1c(OC)cccc1C(=O)NCC1(c2ccccc2)CCCC1	-3.6	0.7	98	3	1	2.1	-9	-1.5	-8	-3	-9
O=C(NCC1CCCO1)c1ccc(CNS(=O)(=O)c2cccc(Cl)c2)cc1 (centres undefined)	0.7	-3.1	108	-2	-6	1.2	-8	0.9	-1	15	5
COC(=O)Cc1nnc(NC(=O)C(C)C)s1	1.0	-2.9	99	-2	-2	2.2	-13	3.4	-15	13	5
O=C(CN1CCOCC1)N/N=C/c1cc2ccccc2nc1Cl	-1.0	-2.8	78	-5	5	4.0	24	0.8	0	16	12
O=C(c1ccco1)N1CCN=C1SCc1cccnc1	-1.7	-1.1	95	0	15	0.7	-5	2.2	-4	6	9
CCC(=O)Nc1cc2c(cc1C(C)=O)OCCO2	1.7	-2.1	108	11	-4	4.3	18	0.3	-6	12	-31
CC(=O)C(Cl)C(=O)Nc1ccccc1 (centres undefined)	.	-15	108	-5	.	3.2	-19	.	3	74*	-1
CCOC(=O)c1c(C)[nH]c(C(=O)COC(=O)CNC(=O)c2ccc(Br)cc2)c1C	-2.1	0.5	108	0	2	-1.6	1	-0.1	-7	-2	-20
CCOc1ccc(C(=O)COC(C)=O)cc1	-1.6	-2.3	106	-3	507	-0.8	-13	-0.8	-3	10	-6
O=C(Nc1nc2ccc(Cl)cc2s1)c1ccco1	-1.1	-1.9	97	-2	196	2.3	12	-0.4	2	9	1

Part of the list above in a different format:
> COc1ccc(CCNC(=O)c2cc3c(F)cccc3s2)cc1OC
  Ecoli viability = 0.6	OPRM1-OPRD1 ag = -2.3	DSG3 Ab inh = 98	HTR5A ag = -1	Mot1-301 SUMO = 74	phage Ecoli inh = 1.2	PfHsp90 yeast 2 = -6	AddAB inh = 4.1	PKA-R1A act = 4	OPRM1-OPRD1 inv = 12	HTR5A inv ctr = 2

> O=C(CN1CCOCC1)N/N=C/c1cc2ccccc2nc1Cl
  Ecoli viability = -1.0	OPRM1-OPRD1 ag = -2.8	DSG3 Ab inh = 78	HTR5A ag = -5	Mot1-301 SUMO = 5	phage Ecoli inh = 4.0	PfHsp90 yeast 2 = 24	AddAB inh = 0.8	PKA-R1A act = 0	OPRM1-OPRD1 inv = 16	HTR5A inv ctr = 12

Random excerpt: two entries already listed.
SMILES	Ecoli viability	OPRM1-OPRD1 ag	DSG3 Ab inh	HTR5A ag	Mot1-301 SUMO	phage Ecoli inh	PfHsp90 yeast 2	AddAB inh	PKA-R1A act	OPRM1-OPRD1 inv	HTR5A inv ctr
COc1ccc(CCNC(=O)c2cc3c(F)cccc3s2)cc1OC	0.6	-2.3	98	-1	74	1.2	-6	4.1	4	12	2
CC(C)C[C@H](NS(=O)(=O)c1ccc(Br)cc1)C(=O)O	-0.8	-1.5	98	3	-8	0.9	-12	-0.6	1	8	-9

Further compounds follow:
SMILES	Ecoli viability	OPRM1-OPRD1 ag	DSG3 Ab inh	HTR5A ag	Mot1-301 SUMO	phage Ecoli inh	PfHsp90 yeast 2	AddAB inh	PKA-R1A act	OPRM1-OPRD1 inv	HTR5A inv ctr
CC1CN(C=O)CC(C)N1CCN1C(C)CN(C=O)CC1C (centres undefined)	.	-1.9	129	1	.	0.7	-18	.	-4	10	-2
COc1cccc(CCNC(=O)CCc2nnc(-c3cc(C)oc3C)o2)c1	3.0	-2.4	104	2	-12	-0.7	58	2.3	3	12	-7
Fc1ccc2nc(N3CCCC3)sc2c1	-0.9	0.3	117	0	-3	2.7	.	-0.8	-4	-1	-1
COCc1cc(=O)n2c(-c3ccccc3OC)n[nH]c2n1	-1.6	-1.8	99	2	2	0.2	1	1.8	-4	10	11
C=CCn1c(SCC(=O)Nc2ccc(C(=O)OCC)cc2)nnc1-c1sc(N)nc1C	0.9	-0.4	111	-1	68	3.2	-9	1.7	-2	2	3
COc1ccc2c(c1)CCc1c(C(=O)Nc3c(C)n(C)n(-c4ccccc4)c3=O)noc1-2	-1.7	0.2	108	6	-8	2.4	0	1.6	-2	-1	-16
Cc1ccc(-c2nc(N)n(C(=O)c3cccnc3)n2)cc1	-1.3	-0.6	.	2	2	2.5	.	1.1	-11	3	-20
O=C1C2N=NN(CC(=O)N3N=C(c4cccc5ccccc45)CC3c3ccccc3)C2C(=O)N1c1ccccc1 (centres undefined)	-1.9	-1.3	92	3	-6	.	-21	-0.4	-2	8	2
COc1ccc(NC(=O)C(c2ccccc2)c2ccccc2)c(OC)c1	3.8	-1.9	118	1	18	1.6	1	1.3	-15	10	2
COCCCNC(=O)COc1ccc(Cl)c(C)c1	1.1	-1.6	100	-1	-1	2.3	3	1.3	0	9	3
Cc1cc(=O)oc2c(CN3CCCCC3)c(O)ccc12	.	-3.9	104	1	.	2.2	-30	.	2	17	-4
O=C(Nc1ccc(Cl)c(Cl)c1)NC1CCS(=O)(=O)C1 (centres undefined)	1.5	1.0	98	0	121	1.5	6	1.4	-3	-9	-3
CNc1cc(CSC)nc(SCc2ccc(Cl)c(Cl)c2)n1	-0.2	9.0	97	7	24	-2.3	-9	2.1	-18	-51	-2
CN(c1ccc(-c2csc(NC(=O)C3CC(=O)N(Cc4ccco4)C3)n2)cc1)S(C)(=O)=O (centres undefined)	1.6	-2.1	102	-3	3	2.6	-18	1.8	1	9	7
CC(NS(C)(=O)=O)C(c1cccs1)N1CCN(Cc2ccccc2)CC1 (centres undefined)	0.3	-0.6	100	-3	13	1.8	-10	-1.4	-9	3	10
COc1ccc(C(=O)NCCCc2ccccc2)cc1OC	-0.1	-1.7	115	-5	15	3.5	10	1.4	9	8	18
O=C(c1ccccc1NS(=O)(=O)c1ccccc1[N+](=O)[O-])N1CCOCC1	1.5	-2.2	99	-6	-1	3.9	-1	0.9	5	11	15
C[C@H](NC(=O)C1CCN(S(=O)(=O)c2ccccc2)CC1)C(=O)NCc1cccc(Cl)c1	0.3	-3.2	95	9	6	0.9	22	3.6	1	16	-3
O=C(N/N=C1\CCCc2c1[nH]c1ccc(Cl)cc21)c1ccncc1	-3.8	-0.5	101	4	12	-3.1	-18	-2.0	-6	2	-10
CN(CC(=O)NCCc1ccccc1)S(=O)(=O)c1ccc(Br)s1	2.6	2.3	102	-4	61	-0.9	10	3.6	-7	-14	13

Screens: PubChem BioAssay, several laboratories
